Compound activity as filed in PubChem.
RGS4 inh: Inhibitors of Regulator of G Protein Signaling (RGS) 4: qHTS; AID 504845, 2011; 390,000 tested, 0.039% active; Transcreener GDP fluorescence polarization, RGS4-accelerated GTP hydrolysis; Regulator of G-protein signaling 4 (Homo sapiens), P49798; Potency, µM (highest dose often 114 µM), for the others: at the highest dose activity change, negative = inhibition, hits mostly inhibitors; also: potency is read from the fitted curve at half-maximal effect; % is scaled to controls: 0 for no effect and ±100 for the full control effect; nearly all actives have a fitted effect of over 75% in size; some results filed as inactive show a strong effect at the top dose
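MLSMR compounds (23 nl, pin-transferred) preincubated 10 min at room temperature with a 500nM (2x) first reagent, then RGS4 at 900nM (2x) plus Transcreener GDP mix added; fluorescence polarization (620/688 nm) read before and after 90 min at 30 °C.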
ALOX12 inh: Primary qHTS assay for inhibitors of human arachidonate 12S-lipoxygenase (ALOX12): Round 2; Polyunsaturated fatty acid lipoxygenase ALOX12 (Homo sapiens), P18054; purified 12hLO, xylenol orange hydroperoxide absorbance; Potency, µM (titrated, usually from 108 µM), for inactives: at the highest dose activity change, negative = inhibition, actives largely listed as inhibitors; 580,000 tested, 1.1% active; AID 1671190, 2021; also: potency is read from the fitted curve at half-maximal effect; % is scaled to controls: 0 for no effect and ±100 for the full control effect
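Hydroperoxide product was detected by ferrous iron/xylenol orange as the 573 to 405 nm absorbance ratio. Arachidonic acid at 40 uM (final) was turned over for 30 min at room temperature by 150 nM human 12hLO, pH 7.0 Hepes buffer, after 15 min compound preincubation.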
PI4K2A block: qHTS for small molecular inhibitors of PI4K2A; activity change, negative = inhibition, % at 76.9 µM; 420,000 tested, 0.13% active; AID 1346378, 2018; Phosphatidylinositol 4-kinase type 2-alpha (Homo sapiens), Q9BTU6; purified PI4K2A, ADP-Glo luminescence, 1 h; hits give low values; in the data active = activity change below about -50%; inconclusive = mostly about -30% to -49%;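 also: -100% = wells without enzyme as full effect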
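ADP-Glo luminescence measured ADP generated by PI4K2A enzyme (4 ug/mL before mixing) with 1.2 mM PI substrate (pre-mix) and 300 microM ATP (pre-mix). Tris pH7.5 buffer with MgCl2, Triton X-100; 1 h reaction at ambient temperature.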
G9a block: qHTS Assay for Inhibitors of Histone Lysine Methyltransferase G9a; 350,000 tested, 8.8% active; G9a H3K9 monomethylation, AlphaScreen, 2 h; Potency, µM (titrated, usually from 102 µM), inactives show at the top dose activity, negative = inhibition, hits mostly inhibitors; AID 504332, 2011; also: potency is read from the fitted curve at half-maximal effect; % is scaled to controls: 0 for no effect and ±100 for the full control effect; nearly all actives have a fitted effect of over 75% in size
Target sequence (Q96KQ7 913-1193 limits assumed): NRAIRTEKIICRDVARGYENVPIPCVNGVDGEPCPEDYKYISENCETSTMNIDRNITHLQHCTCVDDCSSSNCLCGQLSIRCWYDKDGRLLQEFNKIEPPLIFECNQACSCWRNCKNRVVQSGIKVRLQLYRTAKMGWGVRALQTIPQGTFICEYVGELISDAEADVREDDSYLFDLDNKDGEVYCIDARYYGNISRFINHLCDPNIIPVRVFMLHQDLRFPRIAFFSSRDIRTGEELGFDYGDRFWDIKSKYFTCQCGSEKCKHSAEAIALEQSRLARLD
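G9a (20 nM) was preincubated 15 min with compound, then reacted 2 h at room temperature with 500 nM biotin-H3K9 peptide and 20 µM SAM. Monomethyl-H3K9 detected by AlphaScreen using anti-H3K9me1 antibody.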
ERG Ets-DNA blk: qHTS for Small Molecule Inhibitors of the ERG Ets/DNA interaction; 370,000 tested, 0.028% active; Potency, µM (top dose mostly 76.9 µM), without a hit: top-dose FP activity, negative = inhibition, hits mostly inhibitors; Transcriptional regulator ERG (Homo sapiens), P11308; AID 624246, 2012; fluorescence polarization, His-ERG Ets domain / labelled DNA; active = well fitted inhibition curve with a large enough effect in the polarisation, with a control signal flat; inconclusive = small, poorly fitted or top-dose-only effect, or effect the other way, or a change in a side signal; inactive = no such curve, though single readings can be large or run the other way; the % refers to the polarisation;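 also: polarization taken with two DNA probes labelled with fluorescein and Texas red; potency is read from the fitted curve at half-maximal effect; % of control where 0% means no effect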
Target sequence (P11308 whole entry, looked up, the tested form may be a part): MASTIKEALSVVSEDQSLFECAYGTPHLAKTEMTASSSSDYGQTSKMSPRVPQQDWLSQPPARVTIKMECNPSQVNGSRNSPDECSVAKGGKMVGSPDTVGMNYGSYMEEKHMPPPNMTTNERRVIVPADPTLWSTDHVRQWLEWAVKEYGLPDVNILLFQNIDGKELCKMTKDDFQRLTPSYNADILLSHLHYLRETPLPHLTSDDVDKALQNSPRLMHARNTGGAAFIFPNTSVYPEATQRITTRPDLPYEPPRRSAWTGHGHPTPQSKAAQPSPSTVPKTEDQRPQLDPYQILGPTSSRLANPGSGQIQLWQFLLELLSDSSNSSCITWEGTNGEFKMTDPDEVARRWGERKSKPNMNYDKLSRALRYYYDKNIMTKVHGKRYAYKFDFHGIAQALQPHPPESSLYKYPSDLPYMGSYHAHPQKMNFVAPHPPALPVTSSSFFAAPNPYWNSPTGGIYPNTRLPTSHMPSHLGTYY
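His-tagged ERG Ets domain (1 uM in the protein solution; 300mM KCl, 50mM Tris-HCl, 1mM EDTA, 1mM DTT, pH 7.5) received compound, then a probe mix of 5 nM fluorescein-DNA and 100nM Texas-615-DNA. Fluorescence polarization was read for both dyes.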
HP1b binding inh: HTS for Inhibitors of HP1-beta Chromodomain Interactions with Methylated Histone Tails; Chromobox protein homolog 1 (Homo sapiens), P83916; AlphaScreen HP1-beta / biotin-H3K9me3 peptide binding; Potency, µM (titrated, usually from 114 µM), for the others: at the top dose activity change, negative = inhibition, most hits filed as inhibitors; 390,000 tested, 0.56% active; also: potency is read from the fitted curve at half-maximal effect; nearly all actives have a fitted effect of over 70% in size; inactives centre near 23
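AlphaScreen: HP1-beta (50 nM) preformed 30 min with biotin-H3(1-18)K9me3 peptide (50 nM) in PBS pH 7.4, 0.01% Tween-20. Compound added for 30 min at RT, then streptavidin donor/nickel chelate acceptor beads (10 ug/mL) for 30 min.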
GLS inh: qHTS for Inhibitors of Glutaminase (GLS); Potency, µM (top dose mostly 45.5 µM), for the others: at the highest dose activity change, negative = inhibition, actives largely listed as inhibitors; Glutaminase kidney isoform, mitochondrial (Homo sapiens), O94925; GLS enzymatic activity, qHTS titration; 410,000 tested, 0.21% active; also: potency is read from the fitted curve at half-maximal effect; % is scaled to controls: 0 for no effect and ±100 for the full control effect
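Glutamate formation by hKGA was monitored fluorometrically using coupled glutamate oxidase, HRP and Amplex Red. Substrate was added as 1 mM L-glutamine solution; incubation was 30 min at RT after an initial read.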
BAZ2B inh: qHTS Assay for Inhibitors of BAZ2B; Bromodomain adjacent to zinc finger domain protein 2B (Homo sapiens), Q9UIF8; AlphaScreen BAZ2B-H3K14Ac peptide displacement; Potency, µM (top dose mostly 114 µM), for inactives: top-dose activity change, negative = inhibition, actives largely listed as inhibitors; 360,000 tested, 4.4% active; AID 504333, 2011; also: potency is read from the fitted curve at half-maximal effect; % is scaled to controls: 0 for no effect and ±100 for the full control effect; nearly all actives have a fitted effect of over 60% in size
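Complex of BAZ2B and biotin-H3K14Ac (50 nM apiece) forms over 30 min at RT, then faces library compounds up to 110 uM for another 30 min; AlphaScreen beads added, 20 min dark incubation, luminescence read.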
JMJD2A Tudor: qHTS Assay for Inhibitors of JMJD2A-Tudor Domain; Lysine-specific demethylase 4A (Homo sapiens), O75164; AlphaScreen JMJD2A-Tudor / H3K4me3 peptide binding; Potency, µM (titrated, usually from 114 µM), for inactives: at the highest dose activity change, negative = inhibition, actives largely listed as inhibitors; 390,000 tested, 4.4% active; AID 504339, 2011; also: potency is read from the fitted curve at half-maximal effect; % is scaled to controls: 0 for no effect and ±100 for the full control effect; nearly all actives have a fitted effect of over 50% in size
* marks the source's active call; other numbers are inactive results; ? = inconclusive; . = not tested or not shown; [ ] = remark or other dose. Unless noted, calls follow the shape of the dose curve; as a rule, active = well fitted curve in the direction sought with a large enough effect; inconclusive = small, poorly fitted or top-dose-only effect, or another doubt; inactive = no such curve, though single readings can be large; an effect the other way counts as inactive or inconclusive.

SMILES | RGS4 inh | ALOX12 inh | PI4K2A block | G9a block | ERG Ets-DNA blk | HP1b binding inh | GLS inh | BAZ2B inh | JMJD2A Tudor
O=C(CSc1ccc(Br)cc1)Nc1ccc(N2CCOCC2)cc1 | 2% | ? | 0 | 1%[0.501 µM] | 3% | 38% | 9% | 8% | -4%
NS(=O)(=O)c1ccc(NC(=O)/C=C/c2cccs2)cc1 | -1% | -17% | 0 | 5%[12.7 µM] | 3% | 1% | 5% | 3% | -17%
CCOC(=O)N1CCC(NC(=O)C2CCN(S(=O)(=O)c3ccc4c(c3)oc(=O)n4C)CC2)CC1 | -23% | 4% | -4 | 1% | 20% | 24% | 3% | -2% | -25%
CC(C)NC(=O)N(C)C[C@H]1Oc2ccc(NC(=O)C3CCCCC3)cc2C(=O)N([C@H](C)CO)C[C@@H]1C | ? | -16% | -2 | . | 10% | 52%[activator] | 1% | . | -13%
COc1ccc(C(=O)Nc2cc(C)on2)cc1S(=O)(=O)N1CC(c2ccccc2)CC1=O (configuration not stated) | 32% | 12% | 2 | ? | 6% | 17% | 4% | . | -12%
COc1ccnc2c1c(=O)n(Cc1cccc(F)c1)c(=O)n2C | 10% | 15% | 2 | 0% | -1% | 19%[57 µM] | -18% | -5% | -8%
O=C(NCc1ccccc1)c1ccccc1CO | 12% | -3% | 0 | ? | . | 12% | 5% | 10% | 2%
Cc1cccn2c(=O)c3cc(C#N)c(=O)n(CCCN4CCOCC4)c3nc12 | -46% | ? | -1 | 15%[12.7 µM] | -1% | -4% | -1% | 3% | -19%
COc1cccc(-c2nc(-c3ccccc3)c(-c3ccccc3)[nH]2)c1OCC(=O)O | -6% | ? | 2 | -18%[59 µM] | 10% | ? | -5% | ? | -31%
C=C(C)COC(=O)c1ccccc1C(=O)OCC1(C)CO1 (configuration not stated) | 38% | 3% | 3 | . | -5% | 15% | 1% | . | -16%
Cc1cccc(NC(=O)N2CCN(Cc3ccccc3)CC2)c1 | 15% | 0% | -2 | -5%[59 µM] | -2% | 16% | -1% | -4% | -5%
O=C(COC(=O)c1ccco1)NNC(=O)c1ccc(Cl)cc1 | -11% | 1% | 6 | . | 11% | 46%[activator] | 11% | . | -6%
COc1cc(NC(=O)CN2C(=O)CN(C)C2=O)c(C)cc1[N+](=O)[O-] | 2% | -2% | -2 | 0% | 3% | 12% | -3% | -10% | -23%
C[C@]12c3[nH]c4ccccc4c3CCN1C(=O)C(CC(=O)NCc1cccc(C(F)(F)F)c1)C[C@@H]2C(=O)N1CCOCC1 (some centres not stated) | -6% | -1% | -2 | . | 1% | 24% | 2% | . | -25%
Cc1cccc(NCC(=O)N/N=C/c2cccc(Br)c2)c1 | 13% | -5% | 4 | 15% | 2% | 35% | 1% | 11% | 2%
CN(Cc1ccccc1)c1nc2c(c(=O)[nH]c(=O)n2C)n1CCSc1nc2ccccc2[nH]1 | 38% | ? | -1 | ? | -8% | 19% | -1% | -12% | -22%
COc1cc2c(cc1OC)CN(C(=O)c1cccs1)CC2 | -23%[11.4 µM] | 0% | 4 | 5%[59 µM] | 5% | -12% | -10% | -8% | 1%[11.4 µM]
CC(Oc1ccccc1)C(=O)N1CCN(c2ccc(N3CCCCCC3)nn2)CC1 (configuration not stated) | -9% | 11% | 2 | 5%[0.501 µM] | 0% | 9% | 2% | 3% | -27%
COc1cc(C(=O)OCCNC(=O)c2ccncc2)cc(OC)c1OC | -43% | 0% | -12 | ? | 2% | 18% | -2% | ? | -13%
CCN1C(=O)CC(N2CCC(C(=O)OC)CC2)C1=O (configuration not stated) | 3% | -1% | -8 | 2%[59 µM] | -19% | 53% | -1% | 12% | 5%
CN(C)c1ccc(C#Cc2ccc3cc(CCO)oc(=O)c3c2)cc1 | -9% | . | -5 | 8%[0.501 µM] | -3% | 31% | 14% | ? | -30%
CSc1ncccc1C(=O)N1CCN(S(=O)(=O)c2ccc3c(c2)OCCO3)CC1 | -9% | -8% | -1 | . | 10% | 45%[activator] | -2% | . | -5%
CCOC(=O)c1c(C)[nH]c(C(=O)COC(=O)/C=C/c2ccc(OC(F)F)cc2)c1C | -3% | 12% | -1 | 12%[59 µM] | -9% | 38% | -1% | -19% | -12%

Structural class, those above with sulfur (7)
SMILES | RGS4 inh | ALOX12 inh | PI4K2A block | G9a block | ERG Ets-DNA blk | HP1b binding inh | GLS inh | BAZ2B inh | JMJD2A Tudor
O=C(CSc1ccc(Br)cc1)Nc1ccc(N2CCOCC2)cc1 | 2% | ? | 0 | 1%[0.501 µM] | 3% | 38% | 9% | 8% | -4%
NS(=O)(=O)c1ccc(NC(=O)/C=C/c2cccs2)cc1 | -1% | -17% | 0 | 5%[12.7 µM] | 3% | 1% | 5% | 3% | -17%
CCOC(=O)N1CCC(NC(=O)C2CCN(S(=O)(=O)c3ccc4c(c3)oc(=O)n4C)CC2)CC1 | -23% | 4% | -4 | 1% | 20% | 24% | 3% | -2% | -25%
COc1ccc(C(=O)Nc2cc(C)on2)cc1S(=O)(=O)N1CC(c2ccccc2)CC1=O (configuration not stated) | 32% | 12% | 2 | ? | 6% | 17% | 4% | . | -12%
CN(Cc1ccccc1)c1nc2c(c(=O)[nH]c(=O)n2C)n1CCSc1nc2ccccc2[nH]1 | 38% | ? | -1 | ? | -8% | 19% | -1% | -12% | -22%
COc1cc2c(cc1OC)CN(C(=O)c1cccs1)CC2 | -23%[11.4 µM] | 0% | 4 | 5%[59 µM] | 5% | -12% | -10% | -8% | 1%[11.4 µM]
CSc1ncccc1C(=O)N1CCN(S(=O)(=O)c2ccc3c(c2)OCCO3)CC1 | -9% | -8% | -1 | . | 10% | 45%[activator] | -2% | . | -5%

Not all compounds are listed, so the mix of outcomes need not match the whole.
